Screening data as filed in PubChem BioAssay.
SKN-1 inh = inhibitors of C. elegans SKN-1. C. elegans VP596 Pgst-4::GFP/RFP ratio, acrylamide-induced, 24 h. inhibition, % at 21.8 µM. 360,000 tested, 0.49% active. AID 624304;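 active means interference check ratio from 0.5 to 1.5 plus GFP to RFP signal ratio inhibition reaching or exceeding a fixed threshold, cut at about 30% in these data, passing the limit was not always enough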; further: some compounds called inactive have numbers as strong as hits
MsrA inh = inhibits bovine methionine sulfoxide reductase A; purified bovine MsrA, absorbance read-out; inhibition, % at 15.5 µM; 360,000 tested, 0.75% active; AID 651718; in the data active means inhibition above about 4.5%;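 further: 0% = vehicle wells with enzyme and 100% = reference inhibitor wells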
E coli Lon inh = inhibits E. coli Lon protease; P0A9M0; purified E. coli Lon protease, fluorescence polarization; inhibition, % at 7.94 µM; 360,000 tested, 0.42% active; AID 602123; in the data active means inhibition above about 13%, passing the limit was not always enough;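 further: 0% = enzyme with probe and DMSO and 100% = no enzyme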
Target sequence (P0A9M0 whole entry, looked up): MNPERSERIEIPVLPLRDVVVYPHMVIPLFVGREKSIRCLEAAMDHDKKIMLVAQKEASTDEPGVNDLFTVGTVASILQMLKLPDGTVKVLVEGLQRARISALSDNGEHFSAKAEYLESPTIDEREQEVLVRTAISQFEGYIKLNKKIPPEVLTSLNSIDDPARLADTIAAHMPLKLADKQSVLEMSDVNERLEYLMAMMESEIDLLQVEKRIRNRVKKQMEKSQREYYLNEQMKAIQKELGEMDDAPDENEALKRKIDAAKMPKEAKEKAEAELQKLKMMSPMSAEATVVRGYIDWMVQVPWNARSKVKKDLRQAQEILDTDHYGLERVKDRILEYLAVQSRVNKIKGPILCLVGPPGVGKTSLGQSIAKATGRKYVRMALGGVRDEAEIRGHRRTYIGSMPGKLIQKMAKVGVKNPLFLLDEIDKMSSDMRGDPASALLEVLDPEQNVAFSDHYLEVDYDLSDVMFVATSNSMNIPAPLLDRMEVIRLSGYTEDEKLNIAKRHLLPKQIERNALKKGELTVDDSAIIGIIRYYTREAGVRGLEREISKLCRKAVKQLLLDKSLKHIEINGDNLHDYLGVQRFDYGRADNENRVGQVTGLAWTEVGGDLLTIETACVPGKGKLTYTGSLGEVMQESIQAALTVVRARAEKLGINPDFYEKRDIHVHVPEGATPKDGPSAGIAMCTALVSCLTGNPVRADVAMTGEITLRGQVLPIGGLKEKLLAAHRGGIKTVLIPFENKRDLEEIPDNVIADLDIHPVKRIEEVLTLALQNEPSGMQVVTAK
NRP1-CendR mod = alters CendR peptide binding to human NRP-1 | FAM-RPARPAR peptide binding to NRP-1, fluorescence polarization | O14786 | 360,000 tested, 0.85% active | inhibition, % at 25 µM;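 active means inhibition or corrected inhibition above about 18%, plus a signal ratio from 0.5 to 1.5, limit read from the data, passing the limit was not always enough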; further: strong numbers were not always called active
MsrA act = activators of bovine methionine sulfoxide reductase A; activation, % at 10.6 µM; purified bovine MsrA, absorbance read-out; 360,000 tested, 0.3% active; in the data active means activation above about 7.5%;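 further: 0% = vehicle and 100% = reference activator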
Tb MetRS inh = blocks T. brucei methionyl-tRNA synthetase activity. purified T. brucei MetRS, ATP depletion, Kinase-Glo luminescence. inhibition, % at 11.9 µM. 360,000 tested, 0.4% active. AID 624268;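 active means inhibition above a per-plate cutoff of the control wells' mean inhibition plus 3 SD, cut at about 5.5% in these data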;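 further: 0% = DMSO wells median and 100% = median of wells with control inhibitor compound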
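Measured by: Kinase-Glo luciferase luminescence reporting remaining unconsumed ATP. Material: purified T. brucei MetRS enzyme. Doses: 11.9 µM compound single dose, 0.9% DMSO. Medium: HEPES buffer containing pyrophosphatase, BSA, spermine, DTT. Times: 15 min preincubation, 2 h reaction, all 25 °C. Reagent: methionine, ATP and bulk E. coli tRNA.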
MLLE-PAM2 inh = blocks PAM2 peptide binding to the PABP1 MLLE domain | 360,000 tested, 0.36% active | inhibition, % at 20 µM | P11940 | GST-MLLE / FITC-PAM2 fluorescence polarization; in the data active means inhibition above about 35%, passing the limit was not always enough;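 further: plate controls were DMSO wells with GST-MLLE for no effect and wells lacking GST-MLLE protein for full effect; some results filed as inactive read as strong as hits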
FAS TE block = FAS thioesterase (human) inhibition; P49327; recombinant FAS-TE, OMFH fluorogenic substrate, fluorescence endpoint; inhibition, % at 15 µM; 360,000 tested, 0.67% active; AID 602261;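 active means compounds whose normalised, plate-corrected inhibition of enzyme fluorescence in the single-dose primary screen is 50% or more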;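 further: 0% = DMSO with enzyme and 100% = substrate without enzyme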
MT1-MMP act inh = MT1-MMP (human) activation inhibition; HT1080 RFP-PRO-GFP cells, GFP/RFP ratio fluorescence, overnight; percent of plate control window, DMSO zero; GFP/RFP ratio change, % at 20 µM; 360,000 tested, 0.061% active; AID 651647;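 active means GFP/RFP ratio change of at least 30% with cell ATP level not reduced by more than half and red fluorescence within 50% of control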; further: strong numbers were not always called active
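Assay system: HT1080 cells carrying an RFP-PRO-GFP reporter | Dosing: Single dose of 20 µM compound, 1% DMSO final | Incubation: Cells overnight before dosing, compound overnight, 37 °C, 5% CO2 | Evaluation: GFP/RFP fluorescence ratio | Control set: DMSO and RFP-L50D-GFP cell wells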
An asterisk follows results filed as active; nt = no result given.

SMILES	SKN-1 inh	MsrA inh	E coli Lon inh	NRP1-CendR mod	MsrA act	Tb MetRS inh	MLLE-PAM2 inh	FAS TE block	MT1-MMP act inh
COc1cccc(N2CC(C(=O)Nc3nnc(SCC(=O)NC4CCCC4)s3)CC2=O)c1 (stereo not given)	8	0.6	1	9	-2	-0.3	-44	1	-1
C=C(C)CSc1nc2ccccc2c(=O)n1-c1c(C)n(C)n(-c2ccccc2)c1=O	-6	0.5	-1	4	0	-0.4	-9	2	-1
CC(=O)Nc1ccc(N/C=C/C(=O)c2ccco2)cc1	0	1.9	-12	8	3	-0.1	-22	-4	-5
COc1cccc(-c2cc(C(=O)Nc3ccc([N+](=O)[O-])cn3)c3ccccc3n2)c1	13	3.7	-2	7	-4	-0.1	-2	52*	9
COc1ccc(NS(=O)(=O)c2ccc(C)c(C(=O)N3CCC3)c2)cc1	13	-1.0	-3	-6	-1	-0.2	2	-7	0
COc1ccc(Cc2n[nH]c(=S)n2NC(=O)Nc2ccc(C)cc2)cc1	6	-1.4	-6	-4	-4	4.6	-16	1	-5
Cc1sc2ncn(CC(=O)N3CCC(C(N)=O)CC3)c(=O)c2c1S(=O)(=O)N1CC(C)CC(C)C1 (stereo not given)	-5	0.1	0	1	-3	0.0	-16	-4	0
CC(C)(C)OC(=O)NCc1ccc(CNC(=O)c2[nH]cnc2C(=O)N[C@@H](Cc2ccccc2)C(=O)OCc2ccccc2)cc1	-23	0.2	-4	1	-12	-0.5	7	17	-9
CCOc1ccc(NC(=O)CCNC(=O)C2CCN(S(=O)(=O)c3ccccc3)CC2)cc1	-4	0.4	3	5	-4	-1.1	2	4	-1
CCOc1ccc(Nc2ccc3nonc3c2[N+](=O)[O-])cc1	-2	1.4	0	14	-10	-0.8	6	-2	0
Cn1c2ccccc2c2cc(C(=O)OCC(=O)N3CC(=O)Nc4ccccc43)sc21	46*	2.0	-4	-42	-2	1.1	-44	-3	-20
Cc1nc2[nH]c(=O)c3c(n2n1)NC1=C(C(=O)CC(C)(C)C1)C3c1ccccc1 (stereo not given)	10	1.1	-2	3	-4	0.0	8	-6	-3
COc1cc(C(=O)OCC(=O)N(C)Cc2ccccc2)cc(OC)c1OC	0	0.4	0	9	1	-0.7	-15	-4	16
CCCC(=O)Nc1ccc(NCc2ccc(C)s2)cc1	-13	0.6	0	3	-12	-1.8	-9	0	-4
Cc1sc2ncn(CC(=O)NCCc3ccccc3)c(=O)c2c1C	-31	1.2	0	-8	-8	-1.1	3	-2	1
CCCc1c(-c2ccccc2Br)ncn1Cc1ccccc1OC	4	-0.8	-10	-10	0	0.4	nt	2	5
Oc1ccccc1N1CCN(c2ccc3ccccc3n2)CC1	8	-0.5	-2	3	0	-0.1	-8	14	5
COc1ccc(NC(=O)CCNC(=O)Cn2cnc3ccccc3c2=O)cc1OC	2	-0.6	-2	13	0	-0.2	1	0	0
CCc1ccc(C(=O)NC2CCCCC2)s1	9	-1.4	-5	-3	-1	-0.4	7	-7	-3
Cc1ccsc1C(=O)OCC(=O)N1CCc2ccccc2C1	-1	0.6	-4	-8	-4	-0.6	-17	11	3
C=C(CCO)C1=CCN(S(=O)(=O)C(C)(C)C)[C@@H]1CCO	3	-0.7	0	-8	-1	0.5	1	-10	-1
CSc1nc(N)n2nccc2n1	-6	-0.1	3	10	-5	-1.1	-5	-5	0
O=C(CC1(c2ccc(Cl)cc2)C2CC3CC(C2)CC1C3)NCCO (stereo not given)	11	-0.7	2	4	-2	-0.6	8	6	-1
CC(=O)c1ccc(N2CCN(C(C)C(=O)Nc3ccc4c(c3)OCCO4)CC2)cc1 (stereo not given)	-2	4.5	-3	2	-3	0.2	-12	5	0
O=C(O)Cc1csc(-c2ccc(F)cc2)n1	-1	2.5	-1	5	-2	0.0	-5	-2	2
COc1cc(C(=O)OC2CCN(C)CC2)cc(OC)c1OC	2	-1.6	-3	14	-3	-0.9	-1	-9	-5
O=C(CNC(=O)c1ccc(Cl)cc1Cl)OCC(=O)N1CCCC1=O	-16	-0.5	9	-15	-3	0.0	9	-6	2
C[C@H]1CN([C@@H](C)CO)C(=O)c2cc(NC(=O)C3CCCCC3)ccc2O[C@H]1CN(C)CC1CCCCC1	6	-0.9	-2	11	0	-0.2	-2	-11	0
Cc1c(Cl)cccc1NC(=S)N(CCN(C)C)C(C)c1ccccn1 (stereo not given)	8	-0.1	-4	-1	-2	0.5	12	-3	6
CCOC(=O)C1CCCN(CCC(=O)Nc2cc(C)cc(C)c2)C1 (stereo not given)	-1	-0.7	6	1	-1	-0.4	-7	-4	-3
COC(=O)C1CCN(C(=O)COC(=O)c2cc(-c3ccccc3)nc3ccc(OC)cc23)CC1	-15	nt	11	-6	-11	-0.4	8	28	29
COCCN(Cc1ccccc1)C(=O)c1cc(S(=O)(=O)N2CCCCCC2)ccc1OC	-9	-0.4	-24	12	-4	0.2	-8	2	-2
CCOC(=O)C1=CC[C@@H](c2cccc(C)c2)N(S(=O)(=O)c2ccc(C)cc2)[C@H]1C(=O)OCC	4	-0.5	-4	5	9.9*	-0.3	1	20	-4
CC(=O)Nc1cccc(-c2ccnc3c2CC(C)(C(=O)NCc2ccco2)O3)c1 (stereo not given)	-2	-1.0	7	-6	0	0.5	-2	-4	13
COC(=O)c1ccc(OCc2cc(=O)n3ccsc3n2)cc1	5	-0.4	13	-1	-9	-1.2	-7	-7	-4
CCOC(=O)C1=C(C)NC(C)=C(C(=O)OC)C1c1cccc(Cl)c1Cl (stereo not given)	13	0.9	-4	-10	-6	-1.4	-6	35	3
CC(=O)c1ccc(N(CC(=O)NC2CCCC2)C(=O)CNC(=O)c2ccco2)cc1	18	0.9	-9	10	-2	0.0	-7	-1	2
CCCNC(=O)Nc1nc(C(N)c2ccc(OC)cc2)cs1 (stereo not given)	7	-0.1	-4	1	-2	-0.3	-17	-11	-4
O=C(NCc1ccccc1)C(c1ccc(-c2ccccc2)cc1)N1CCN(C(=O)C2CCCO2)CC1 (stereo not given)	2	-0.1	nt	-3	nt	-0.9	nt	nt	-3
COc1ccc(/C(C)=N/OCC(=O)Nc2nc3ccccc3s2)cc1OC	11	-0.6	-7	-15	-5	0.3	9	8	-3
Cn1c(=O)c(=O)n(C)c2cc(S(=O)(=O)CCC(=O)Nc3ccc(F)cc3)ccc21	-4	0.4	2	8	-1	0.6	2	-3	-1
CCN1CCC(CN2CCNC2=S)CC1	8	0.0	0	-4	0	1.1	5	-7	2
CCCc1ccc2oc(C(=O)N3CCC(O)CC3)c(C)c2c1	22	1.2	-2	-6	-8	-0.4	7	-5	2
CCN(CCCNC(=O)CC(C(=O)N1CCc2ccccc21)n1ccnc1)c1ccccc1 (stereo not given)	16	1.5	7	-2	-1	-0.4	0	2	0
CC1CC(C)CN(C(=O)COC(=O)c2cc(S(=O)(=O)N3CCOCC3)ccc2F)C1 (stereo not given)	7	0.2	2	6	-2	-0.4	20	-5	0
CC1CCN(S(=O)(=O)c2cccc(C(=O)N3CCN(c4ccc(F)cc4)CC3)c2)CC1	11	-0.4	-7	-5	-1	-0.2	0	15	1
C/C(CCc1ccccc1)=N\NC(=O)c1ccc(CN2CCOCC2)cc1	2	1.6	-7	2	5	-0.8	8	-6	-2
CCCCC1CC2=C(C(=O)OC(C)(C)O2)C(c2cccc3ccccc23)O1 (stereo not given)	10	0.4	-6	12	-5	-0.9	-2	30	-2
COc1ccc(-c2cc(C(F)F)n3ncc(C(=O)Nc4c(C)n(C)n(-c5ccccc5)c4=O)c3n2)cc1	1	3.0	-1	-3	-4	0.4	-3	-3	-3
COC(=O)C(C(=O)Nc1cccc(C)n1)C1CCCCCC1 (stereo not given)	-13	1.0	11	-12	-8	-0.7	0	-6	-10

6 compounds from above, arranged by length of the SMILES, largest number first:
SMILES	SKN-1 inh	MsrA inh	E coli Lon inh	NRP1-CendR mod	MsrA act	Tb MetRS inh	MLLE-PAM2 inh	FAS TE block	MT1-MMP act inh
COc1ccc(-c2cc(C(F)F)n3ncc(C(=O)Nc4c(C)n(C)n(-c5ccccc5)c4=O)c3n2)cc1	1	3.0	-1	-3	-4	0.4	-3	-3	-3
CC1CCN(S(=O)(=O)c2cccc(C(=O)N3CCN(c4ccc(F)cc4)CC3)c2)CC1	11	-0.4	-7	-5	-1	-0.2	0	15	1
CCCCC1CC2=C(C(=O)OC(C)(C)O2)C(c2cccc3ccccc23)O1 (stereo not given)	10	0.4	-6	12	-5	-0.9	-2	30	-2
C/C(CCc1ccccc1)=N\NC(=O)c1ccc(CN2CCOCC2)cc1	2	1.6	-7	2	5	-0.8	8	-6	-2
COC(=O)C(C(=O)Nc1cccc(C)n1)C1CCCCCC1 (stereo not given)	-13	1.0	11	-12	-8	-0.7	0	-6	-10
CCN1CCC(CN2CCNC2=S)CC1	8	0.0	0	-4	0	1.1	5	-7	2

Further structures follow:
SMILES	SKN-1 inh	MsrA inh	E coli Lon inh	NRP1-CendR mod	MsrA act	Tb MetRS inh	MLLE-PAM2 inh	FAS TE block	MT1-MMP act inh
CCOc1ccc2nc(SCC(=O)Nc3nonc3C)[nH]c2c1	4	2.4	1	3	-8	-0.7	1	6	5
CC(C)c1ccc2oc(=O)cc(CN3CCN(Cc4ccccc4)CC3)c2c1	-9	0.3	-2	4	-5	-1.0	0	19	0
Cc1ccc(C(=O)NC(C)c2ccccc2)cc1Br (stereo not given)	10	0.6	-16	-4	3	-1.1	9	15	3
COc1ccc(/C=N/NC(=O)c2cccnc2)cc1CN1CCN(c2ccc(F)cc2)CC1	-8	0.9	4	11	-11	-0.8	10	1	2
CCOC(=O)C1C(=O)CC(C)(O)C(C(=O)OCC)C1c1cccs1 (stereo not given)	-2	1.1	-2	8	0	0.0	6	-3	-1
Fc1ccccc1CN1CCCCCCC1	7	-0.9	0	-6	2	0.1	2	-8	3
Cn1c(Cn2c(=O)sc3ccccc32)nnc1SCC(=O)NCc1ccc2c(c1)OCO2	2	-0.3	-3	2	0	-1.0	-3	1	1
CCOC(=O)C1CCN(C(=O)c2ccc3c(c2)S(=O)(=O)c2ccccc2C3=O)CC1	36*	-0.4	5	10	-3	-0.2	-10	4	3
Cc1ccc(C(=O)NCCNC(=O)COc2ccccc2Cl)cn1	2	0.2	9	-6	-7	-1.0	-2	-3	-1
O=C(Nc1ccc(C(=O)O)cc1)/C(=C\c1ccccc1)NC(=O)c1ccco1	-9	0.3	-7	0	-2	-0.4	2	-3	2
CCCCN1C[C@H](CSC)[C@@H](CC(=O)Nc2ccc(Br)cc2)C1=O	18	-1.3	5	-12	-1	37*	7	13	1
CCN(c1ccccc1)S(=O)(=O)c1ccc(C(=O)NCc2ccccn2)cc1	8	-0.5	-12	13	-4	-0.4	-20	-2	1
CCOC(=O)C1=c2/c(=C/c3ccncc3)c(N)c(C(=O)OC)n2C(=O)C(c2ccncc2)S1 (stereo not given)	-3	0.6	-1	-16	-4	-0.3	15	2	-5
COc1cc2c3nnc(-c4ccc(F)cc4)c-3cn(Cc3cccc(F)c3)c2cc1OC	-4	nt	-9	138	-9	-0.7	-39	-39	-150
CCNC(=S)NNC(=O)c1ccccc1Cl	4	0.4	-12	-8	4	-0.6	6	-9	-1
COC(=O)c1ccc(NC(=O)C2CCCN2C(=O)OCc2ccccc2)cc1 (stereo not given)	-6	-0.5	3	10	-1	-0.4	-2	-3	-1
